Luc counter – blocks Kinase-Glo luciferase, a counter-screen artifact. Kinase-Glo luciferase, ATP luminescence, 8 min. Potency, µM (titrated, usually from 38.3 µM), for inactives: at the highest dose activity change, negative = inhibition, most hits filed as inhibitors. 200,000 compounds, 0.28% hits; also: potency is read from the fitted curve at half-maximal effect; % is scaled to controls: 0 for no effect and ±100 for the full control effect; nearly all actives have a fitted effect of over 60% in size
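Recombinant Kinase-Glo luciferase, 10 uM ATP (linear range), luciferin; imidazole pH 7.2 / KCl / MgCl2 / Tween / BSA buffer; 8 min RT; luminescence.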
CBFb-RUNX1 inh – CBF-beta/RUNX1 interaction disruption; Q01196+Q13951; AlphaScreen CBFb-His/RUNX1-biotin binding, biochemical; Potency, µM (titrated, usually from 59.8 µM), without a hit: top-dose activity, negative = inhibition, most hits filed as inhibitors; 230,000 tested, under 10 active; AID 1477; also: % of control where 0% means no effect
Target sequence (Q01196 whole entry, looked up): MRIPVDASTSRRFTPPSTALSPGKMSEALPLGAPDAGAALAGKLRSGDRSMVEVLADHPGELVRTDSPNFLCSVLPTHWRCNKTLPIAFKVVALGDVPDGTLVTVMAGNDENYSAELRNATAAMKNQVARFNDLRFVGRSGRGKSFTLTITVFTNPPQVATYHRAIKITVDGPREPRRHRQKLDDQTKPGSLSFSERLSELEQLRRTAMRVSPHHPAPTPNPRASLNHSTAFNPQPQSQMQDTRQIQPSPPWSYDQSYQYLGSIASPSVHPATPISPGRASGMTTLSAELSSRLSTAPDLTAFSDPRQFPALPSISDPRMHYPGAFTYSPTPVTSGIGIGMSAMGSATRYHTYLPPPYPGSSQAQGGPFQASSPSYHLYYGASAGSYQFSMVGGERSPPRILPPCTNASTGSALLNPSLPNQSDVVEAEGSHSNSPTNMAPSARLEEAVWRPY
Target sequence (Q13951 whole entry, looked up): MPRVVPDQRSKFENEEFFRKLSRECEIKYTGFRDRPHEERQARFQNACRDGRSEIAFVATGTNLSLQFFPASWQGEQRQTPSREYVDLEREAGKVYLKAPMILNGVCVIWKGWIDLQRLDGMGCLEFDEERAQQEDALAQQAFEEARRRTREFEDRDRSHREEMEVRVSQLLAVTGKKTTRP
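CBF-beta (His) and RUNX1 (biotin), 30 nM each; 20 min preassociation; + compound, 15 min; + beads 50 ng each (Ni, streptavidin), 90 min; RT; AlphaScreen read.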
HTT cytoprotect – Huntington cell model cytoprotection by ATP luminescence | 230,000 compounds, 0.14% hits | Potency, µM (titrated, usually from 56.4 µM), for the others: cytoprotection (ATP increase), usual class: activators | AID 1471 | PC12 HTT-Q103 induced, cytoprotection, ATP luminescence, 40 h;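 also: potency is read from the fitted curve at half-maximal effect; % of control where 0% means no effect; nearly all actives have a fitted effect of over 45% in size; toxic huntingtin expression switched on by the ecdysone agonist tebufenozide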
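ATP quantification (ATPlite) reports survival of PC12 cells in which tebufenozide, 100 nM final, switches on Htt exon 1 with 103 glutamines linked to GFP; compounds are titrated.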
SMN2 splice enh – increases expression of the SMN2 splice variant; 210,000 compounds, 2.8% hits; HEK293 SMN2-luciferase splicing reporter, luminescence, 30-36 h; Potency, µM (series often up to 46.1 µM), without a hit: at the top dose activity change, positive = activation, hits mostly activators; AID 1458; also: potency is read from the fitted curve at half-maximal effect; % of control where 0% means no effect; nearly all actives have a fitted effect of over 55% in size
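HEK293 cells carry an SMN2 […]–luciferase reporter in which exon 7 inclusion puts luciferase in frame. Cells were plated 10-12 h before compound addition, then incubated 30-36 h at 37C. ONE-Glo luminescence was read; sodium butyrate at 4.5 mM final served as control.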
LMNA splice mod – modulators of lamin A splicing. HeLa LMNA splicing GFP/RFP minigene ratio, 48 h. Potency, µM (highest dose often 46.1 µM), for inactives: at the highest dose ratio change, negative = inhibition, most hits filed as inhibitors. 200,000 compounds, 0.01% hits. AID 1487; active = well fitted inhibition curve with a large enough effect in the signal ratio, with a control signal flat, not every such curve was filed as active; inconclusive = small, poorly fitted or top-dose-only effect, or effect the other way, or a change in a side signal; the % refers to the signal ratio; also: potency is read from the fitted curve at half-maximal effect; % is scaled to controls: 0 for no effect and ±100 for the full control effect
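Read-out is the ratio of GFP to DsRed2 object intensity, acquired by 488 nm laser-scanning cytometry on HeLa lamin A-EGFP minigene reporter cells. Compound incubation 48 hrs at 37 °C in Opti-MEM with 2% FBS; DMSO 0.5% final.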
HttQ103 aggreg – inhibitors of mutant huntingtin aggregate formation in PC12 cells; PC12 HttQ103-GFP aggregates, Acumen cytometry, 40 h; AID 1688; Potency, µM (highest dose often 46.1 µM), inactives show at the top dose activity change, negative = inhibition, usual class: inhibitors; 220,000 compounds, 1.1% hits; also: potency is read from the fitted curve at half-maximal effect; % is scaled to controls: 0 for no effect and ±100 for the full control effect; nearly all actives have a fitted effect of over 60% in size
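Ecdysone-promoter PC12 model expressing HTT exon 1 Q103 fused to GFP, induced by tebufenozide at 100 nM final. Compounds titrated; aggregates sized 1–25 µm scored on a 488 nm laser cytometer.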
IMPase Li cell – cell-permeable IMPase inhibitors with lithium potentiation; Potency, µM (titrated, usually from 59.4 µM), for the others: at the highest dose activity, negative = IMPase inhibition, actives largely listed as inhibitors; CHO-M1 cells, IP1 TR-FRET (IP-One), carbachol + lithium; 210,000 compounds, 0.35% hits; AID 1457;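 also: IP1 builds up when IMPase is blocked and the TR-FRET signal falls; potency is read from the fitted curve at half-maximal effect; plate controls were basal vehicle for no effect and high inhibitor control for full effect; nearly all actives have a fitted effect of over 50% in size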
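Test compounds were applied to CHO-M1 cells previously cultured for 16–30 h at 2000 per well. A small lithium amount accompanied them; after 30 min at 37C, IP1 was quantified by TR-FRET.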
Numbers without * were called inactive; ? = inconclusive; / = not tested or not shown; & = joins results of further samples; [ ] = dose if it differs, or a comment. Unless noted, calls follow the shape of the dose curve; as a rule, active = well fitted curve in the direction sought with a large enough effect; inconclusive = small, poorly fitted or top-dose-only effect, or another doubt; inactive = no such curve, though single readings can be large; an effect the other way counts as inactive or inconclusive.

SMILES | Luc counter | CBFb-RUNX1 inh | HTT cytoprotect | SMN2 splice enh | LMNA splice mod | HttQ103 aggreg | IMPase Li cell
CCO[C@H]1OC(C(=O)NCc2ccccc2)=C[C@@H](c2ccc(Br)cc2)[C@@H]1CCCO | / | 4% | -14%[10 µM] | / | / | 10%[9.22 µM] | 6%
O=C(/C=C/c1cccc(Cl)c1)NCc1ccncc1 | 3% | 4% | 13%[10 µM] | -12% | 2% | -2% | 5%
CC(C)=CC[C@@H](O)C1=CC(=O)c2c(O)ccc(O)c2C1=O | / | / | -89%[inhibitor] | -99%[inhibitor] | / | / | 98%[activator]
Cc1cccc(NC(=O)CN2C(=O)S/C(=C\c3cc(C)n(C)c3C)C2=O)c1 | -4% | 4% | -19%[10 µM] | -8% | -12% | 25% | -3%
COc1ccc(NC(=O)Nc2ccc(Br)c(C)c2)cc1 | 5% | 5% | -19% | 17% | / | 2% | -1%
O=C(COn1nnc2ccc(Cl)cc21)Nc1ccc(F)cc1 | -3% | -1% | -12% | 0% | / | -24% | -1%
CCOc1cccc(-c2nc3cc(C)ccc3o2)c1 | -13% | 2% | -58%[inhibitor] | 13µM* | 15% | 0%[9.22 µM] | 6%[38.3 µM]
COc1ccc(/C=C2\C(=O)ON=C2c2cccc([N+](=O)[O-])c2)cc1 | -5% | -13% | -6% | 9% | / | 2% | 10%
CC(=O)NC(=S)NNC(=O)C(c1ccccc1)c1ccccc1 | 0% | 9% | -21% | -23% | -7%[9.22 µM] | -7% | 7%
O=C(NCCCO)/C(=C\c1cn(-c2ccccc2)nc1-c1cccnc1)NC(=O)c1ccccc1 | -3% | 16% | 16%[10 µM] | -5% | -6% | 12% | -10%
CCOC(=O)c1c(C)c(C(=O)NCCc2ccccc2)c(C)n1C | 1% | -6% | ? | 16µM* | / | -26% | 0%
Cc1nnc2c(NC(C)C)nc3ccccc3n12 | -2% | 2% | -2% | ? | ? | 11% | -5%[38.3 µM]
CC12C=CC3(O1)C(C(=O)N(c1ccccc1)C3C(=O)NC1CCCC1)C2C(N)=O (stereo not given) | -3% | 13% | 28%[1.9 µM] | 3% | -3% | 0% | 2%
c1ccc(CSc2ncccn2)cc1 | 2% | 13% | -3% | -9% | -2% | 5% | 4%[38.3 µM]
N=c1c2c(n(Cc3ccc([N+](=O)[O-])cc3)c3c1CCC3)CCCC2 | -3% | -2% | -2% | -39%[inhibitor] | -14%[46 µM] | -20% | -8%
COc1ccc(C(C)=O)cc1COC(=O)c1ccc2c(c1)OCO2 | -5% | 0% | -5%[10 µM] | -3% | 25% | -6% | 1%[38.3 µM]
CCn1ncc(C(=O)Nc2cc(C)on2)c1C | 1% | 1% | -10% | ? | 4% | -4% | 4%[38.3 µM]
Cc1ccc(CNC(=O)C2CCCN(S(C)(=O)=O)C2)cc1 (stereo not given) | 0% | 3% | -20%[0.074 µM] | -3% | 19% | 6%[9.22 µM] | 27%[38.3 µM]
COc1ccc(-c2nc3cnc(N4CCOCC4)nc3n(CCc3ccccc3)c2=O)cc1 | / | / | -6% | / | ? | / | -23%
Cc1ccc(NC(=O)N2CCC(c3nc4c(nnn4Cc4cccc(Cl)c4)c(=O)[nH]3)CC2)cc1 | 0% | -14% | -19% | -38%[inhibitor] | ? | -3% | 16%[38.3 µM]

An excerpt from above with just IMPase Li cell:
| SMILES | IMPase Li cell |
| --- | --- |
| COc1ccc(/C=C2\C(=O)ON=C2c2cccc([N+](=O)[O-])c2)cc1 | 10% |
| COc1ccc(C(C)=O)cc1COC(=O)c1ccc2c(c1)OCO2 | 1%[38.3 µM] |

(list continues)
SMILES | Luc counter | CBFb-RUNX1 inh | HTT cytoprotect | SMN2 splice enh | LMNA splice mod | HttQ103 aggreg | IMPase Li cell
CCOC(=O)Cc1csc(NC(=O)c2cccc(N3C(=O)CCC3=O)c2)n1 | / | 1% | 3% | / | 6% | -3% | /
Cc1nc(CNS(=O)(=O)c2cc(F)ccc2F)cs1 | 6% | -2% | 11%[10 µM] | ? | 1% | -1% | 4%
CN(CCC#N)CC(=O)Nc1ccc(NC(=O)CN(C)CCC#N)cc1 | 5% | -2% | -8% | 4% | -14% | -1% | 11%[38.3 µM]
COC(=O)c1ccc2c(=O)n(CCCCCC(=O)N3CCN(c4ccc(F)cc4)CC3)c(=O)[nH]c2c1 | -1% | -1% | 10%[10 µM] | -12% | 7% | -4% | 31%[activator][38.3 µM]
COC(=O)C1=C(C(=O)OC)[C@@H]2Nc3ccccc3[C@@]23C[C@@H](C(=O)OC)N(C(=O)COCc2ccccc2)C3=N1 | 0%[7.66 µM] | 8%[13.1 µM] | 13%[10 µM] | -14%[9.22 µM] | -18%[9.22 µM] | / | -6%
COCCN(C(=O)c1ccco1)c1nnc(-c2ccc(F)cc2)s1 | -1% | 6% | / | ? | 29%[46 µM] | / | 7%
Cc1cc(C)nc(SCc2cc(=O)c(OC(=O)c3ccc(Br)o3)co2)n1 | 1% | -5% | -6%[10 µM] | 3% | 0% | -17% | -8%
Cc1cc(NC(=O)c2cn(C3CCCCC3)c(=O)c3c2c2ccccc2n3C)no1 | -3% | -13% | -15% | 8% | 1% | -3% | 6%[38.3 µM]
FC(F)(F)Oc1ccc(NC(=S)Nc2ccccc2N2CCOCC2)cc1 | / | -3% | -1%[10 µM] | / | / | -8%[9.22 µM] | /
Cc1nc2ccccc2n1CC(=O)NC1CCCCCC1 | / | 3% | 21%[10 µM] | / | / | 17%[9.22 µM] | /
CCNC(=S)Nc1ccc(OCC)cc1 | -5% | -6% | 17%[10 µM] | 9% | 15% | -6% | -2%
O=C(O)CCCCCCCCCCP(=O)(c1ccccc1)c1ccccc1 | / | 1% | 13%[10 µM] | / | / | 14%[9.22 µM] | /
COc1cccc(NC(=O)Nc2cc(C)ccc2OC)c1 | / | 15% | -12%[10 µM] | / | / | -20%[9.22 µM] | 1%
OCc1cn(-c2ccccc2)nc1-c1cccnc1 | -3% | 1% | -11%[10 µM] | -6% | -7% | 9% | 8%[38.3 µM]
O=C(CCC(=O)c1ccc(Cl)cc1)OCC(=O)c1ccccc1 | 3% | 20% | 2% | 34% | -1%[0.0737 µM] | -8% | 7%[38.3 µM]
O=C(O)C1CCCCN1S(=O)(=O)c1ccccc1 (stereo not given) | -2% | 3% | 6% | 5% | 0% | 12% | 22%[38.3 µM]
O=C(NC1CCCC1)c1cccc(NC(=O)c2ccco2)c1 | 1% | 2% | -19% | -11% | 1% | -12% | -7%[38.3 µM]
CCCCN(CCCC)S(=O)(=O)c1ccc(NC(=O)Cc2cccs2)cc1 | 17% | 0% | 7% | 2% | ? | ? | 35%[activator][38.3 µM]
O=C(c1ccccc1Cl)N1CCSCC1 | / | 3% | 21%[10 µM] | / | / | 15%[9.22 µM] | /
Cn1cc(Br)c(C(=O)NC(=S)N2CCN(c3ccccn3)CC2)n1 | 0% | 9% | / | 11% | 0% | 4% | -2%
CCCCC(=O)Nc1ccc(NC(=S)NC(=O)CCCCl)cc1OC | 0% | 13% | -11%[10 µM] | 6% | 7% | 22% | -4%
Cc1c(NC(=O)c2cc3ccccc3oc2=O)c(=O)n(-c2ccccc2)n1C | -5% | 4% | -3% | 0% | 1% | 9% | 8%[38.3 µM]
COc1ccc(NC(=O)/C(C#N)=C\c2cc(C)n(-c3ccc4c(c3)OCO4)c2C)cc1 | 0% | -13% | / | -15% | ? | ? | 4%
COc1ccc(S(=O)(=O)N(CC(=O)NCC2CCCO2)c2ccc(F)cc2)cc1OC (stereo not given) | -7% | 3% | 2% | -1% | 15% | -8% | 15%[38.3 µM]
COc1ccc(OC)c(/C=N/n2c(-c3n[nH]c4c3CCC4)n[nH]c2=S)c1 | / | -14% | -14%[10 µM] | / | / | 17%[9.22 µM] | /
CCn1c(=O)cc(OCC(=O)Nc2ccccc2C#N)c2ccccc21 | 5% | 1% | -14%[10 µM] | -7% | -18% | -12% | 34%[38.3 µM]
CC(C)(C)[C@H]1C=C(C(=O)NCc2nc3ccccc3[nH]2)O[C@@H](OCc2ccc(CO)cc2)C1 | / | 2% | -1%[10 µM] | / | / | -11%[9.22 µM] | /
C=CCNC(=O)/C(=C\C=C\c1ccccc1)NC(=O)c1ccccc1Cl | 1% | 6% | -24%[10 µM] | -6% | -9% | 32% | -2%
O=C(NCc1ccccc1)C1=C[C@@H](C2CC2)C[C@@H](OCc2ccc(CO)cc2)O1 | / | 9% | 12%[10 µM] | / | / | 13%[9.22 µM] | 4%
COc1ccc(C(=O)OCC(=O)Nc2nc3c(F)c(F)c(F)cc3s2)cc1OC | -1% | 6% | -8% | -6% | / | 15% | ?
COc1ccc(CN2C(=O)CCC2(C)C(=O)NC2CCCCCC2)cc1 (stereo not given) | 3% | -1% | -1% | -7% | ? | 6% | -14%[38.3 µM]
CN(C)c1ccc(/C=C2/NC(=O)NC2=O)cc1 | -3% | 4% | / | / | ? | 10% | 33%[activator]
N#CC(=NCc1cccnc1)C1=C(O)c2ccccc2C1=O | / | 1% | 17%[10 µM] | / | / | -1%[9.22 µM] | /
CCCOC(=O)C1=C(C)NC2=C(C(=O)CC(C)(C)C2)C1c1ccc(N(C)C)cc1 (stereo not given) | -5% | -10% | -10% | -26% | 4% | -1% | 2%[38.3 µM]
COc1ccc(C2C(=O)N(C3CCCCC3)CC(=O)N2CC2COc3ccccc3O2)cc1 (stereo not given) | -1% | 4% | -46%[inhibitor] | -12% | 9% | 20% | 9%[38.3 µM]
CC(=O)Nc1ccc(S(=O)(=O)NC2(C(F)(F)F)NC(=O)N(c3ccccc3F)C2=O)cc1 (stereo not given) | 2% | 3% | 0%[10 µM] | 3%&-3% | / | -1%[9.22 µM] | 0%
COC(=O)C(Sc1nc(C)cc(C)c1C#N)c1ccccc1 (stereo not given) | 2% | 8% | -9% | ? | -3% | -16% | 8%[38.3 µM]
CC1(C)CC(=O)C2=C(C1)N(CC1CCCO1)C(=O)C2(NC(=O)c1cccnc1)C(F)(F)F (stereo not given) | 1% | 3% | 0% | 13% | -8% | -12% | 5%[38.3 µM]
Cc1ccccc1C(=O)NC(=S)NC1CCSC1=O (stereo not given) | -1% | -5% | / | -4% | ? | 22% | -5%
